Compound activity: PubChem, several laboratories
West Nile antiviral – inhibition of WNV-induced cytopathic effect – cell-based, CPE readout (AID 1621). West Nile virus-infected cells, CPE inhibition; higher % means a stronger effect. one-dose CPE inhibition, % at 10 µM; IC50 in µM for titrated hits. hit rate 0.02% among 290,000; in the data active means a potency from the dose series; further: strong numbers were not always called active
Myeloid diff MLP – promotes myeloid progenitor differentiation; ER-HoxA9 myeloid progenitors, lysozyme-GFP differentiation, flow cytometry; calls only at 10 µM; hit rate 1% among 360,000;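 active means normalized GFP-positive differentiation at or above the plate's own cutoff, the solvent-only control mean plus 3 SD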;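 further: cells exposed to compound for four days before flow analysis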
WT yeast gro inh – growth inhibition of WT yeast, mitochondrial fusion screen; hit rate 2.1% among 190,000; mitochondrial fusion phenotypic screen, WT strain; inhibition, % at 10 µM; in the data active means inhibition above about 58%; tested in S. cerevisiae
Autophagy mod – modulators of autophagy; MEF GFP-LC3 puncta imaging; test concentration mostly 10 µM; calls only at 10 µM (by protocol); hit rate 0.98% among 190,000; AID 463193;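 active means percentage of spot-positive cells more than 3 SD above its plate mean, without a fluorescence outlier flag or 80% toxicity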;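 further: spot-positive cell cutoff set from DMSO-treated cells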
MT stabilize HCS – microtubule stabilizers in HeLa cells; HeLa tubulin immunostaining HCS, 24 h; share of cells brighter than vehicle mean+2SD; % tubulin-high responders, % at 10 µM; hit rate 0.83% among 200,000; AID 2205;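 active means plate Z-score above 3 for both tubulin-high and condensed-nucleus cell shares, with cell loss under 80%, at 10 µM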;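 further: anti alpha tubulin signal scored within the nucleus-defined area of each cell; some results filed as inactive read as strong as hits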
bCat nuc transl – beta-catenin nuclear translocation modulation; nuclear translocation activity, % at 5 µM; AID 1665; hit rate 0.3% among 190,000; HeLa beta-catenin nuclear translocation, immunofluorescence imaging;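 active means nuclear translocation activity above 50% at 5 µM, with a well cell count of 50 or more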;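 further: per-cell ratio of nuclear to cytoplasmic median beta-catenin stain intensity; plate controls were DMSO negative control for no effect and GSK-3 inhibitor IX positive control for full effect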
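System: Human HeLa cells, endogenous beta-catenin | Compound dosing: 5 µM primary, 0.02–20 µM confirmation | Timing: 24 h compound exposure at 37°C, 5% CO2 | Measured by: Fluorescence imaging of beta-catenin antibody stain plus DAPI | Read-out basis: % activation of per-cell nuclear versus cytoplasmic median beta-catenin signal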
Hep lipid drop – modulators of hepatic lipid droplet formation; AML12 mouse hepatocytes, oleate lipid droplets, BODIPY imaging; inhibition, % at 6.5 µM; hit rate 0.4% among 240,000; AID 1656;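 active means lipid droplet intensity inhibited by at least 50%, with more than 500 cells counted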
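Assay system: AML12 hepatocytes (mouse); Probe or stimulus: oleic acid at 100 µM to induce lipid droplet formation; Dosing: compound at 6.5 µM only; Schedule: compound with oleate, overnight; Detection: fluorescence imaging, 20x objective, two fields per well; Measure: % inhibition of lipid droplet signal.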
T cell modulator – T cell immune modulation candidate. hit rate 0.068% among 330,000. calls only at 7 µM. 2C CD8+ T cell-vesicle binding, flow cytometry; hits give low values;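 active means response, share of CD8 T cells binding vesicles, and their 90th percentile fluorescence all below set limits, cut at about 80% in these data, passing the limit was not always enough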
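Test system: purified 2C TCR transgenic mouse naive CD8+ T cells. Probe or stimulus: QL9-peptide-loaded Drosophila micro-vesicles bearing Ld, ICAM-1 and B7-1. Incubation: binding step 1.5 h, 37 °C, antibody labelling 20 min, ice. Measured by: flow cytometry of vesicle-bound cells.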
Ins promoter up – MIN6 insulin promoter up-regulation; MIN6 insulin promoter-GFP reporter, high-content imaging; hits give high values; z-score at 5 µM; hit rate 0.3% among 190,000;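 active means z-score above 3 at 5 µM with at least 500 cells counted in the well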
WT yeast gro inh mutant strain – also measured in WT yeast gro inh; calls as there; inhibition, %; mitochondrial fusion phenotypic screen, mutant strain inhibition
Ins promoter up cell count – further read-out of Ins promoter up, marked with its call; cell count; measured here: cytotoxicity, nuclei count;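 total cells summed across four imaged fields per well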
Hep lipid drop cells 6.5 µM – recorded beside Hep lipid drop, whose call it bears; cell count; measured here: cell count, cytotoxicity flag;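 cells counted across two imaged fields per well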
bCat nuc transl cell count 5 µM – second read-out of bCat nuc transl, no call of its own (marks repeat the call); cell count; measured here: cell count, cytotoxicity flag
T cell modulator vesicle-bound % – also measured in T cell modulator; calls as there; double positive events, %; measured here: CD8+ vesicle-bound cell fraction;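 binding gate set so that unloaded-vesicle control wells show 10% double positive cells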
MT stabilize HCS Hoechst-high % – further read-out of MT stabilize HCS, marked with its call; % Hoechst-high responders; measured here: nuclear condensation Hoechst responders;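 share of cells brighter than vehicle mean plus two SD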
MT stabilize HCS cytotoxicity % – further read-out of MT stabilize HCS, marked with its call; toxicity, %; measured here: cytotoxicity by cell density;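 0% = mean cell density of plate MIN control wells and 100% = no cells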
Autophagy mod cell loss 18 h – also measured in Autophagy mod; calls as there; toxicity, %; measured here: cell loss, nuclei count;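 cell loss after 18 h compound exposure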
Myeloid diff MLP GFP+ MAC1+ % – second read-out of Myeloid diff MLP, no call of its own (marks repeat the call); GFP+ MAC1+ double positive, %; measured here: differentiation confirmed by MAC1 staining
* = called active by the depositor; i = inactive; / = not tested or not shown.

SMILES	West Nile antiviral	Myeloid diff MLP	Myeloid diff MLP GFP+ MAC1+ %	WT yeast gro inh	WT yeast gro inh mutant strain	Autophagy mod	Autophagy mod cell loss 18 h	MT stabilize HCS	MT stabilize HCS Hoechst-high %	MT stabilize HCS cytotoxicity %	bCat nuc transl	bCat nuc transl cell count 5 µM	Hep lipid drop	Hep lipid drop cells 6.5 µM	T cell modulator	T cell modulator vesicle-bound %	Ins promoter up	Ins promoter up cell count
O=C(COC(=O)CCC(=O)Nc1nccs1)NCc1ccco1	-0.4%	i	4.0	4	-5	i	10	1.5	2.2	8.2	0.7	1147	/	/	i	50	/	/
CC(C)OCCCNC(=O)NC(=O)c1ccc(Cl)cc1	-0.2%	i	0.0	-2	-2	i	-3	2.8	1.6	14	-1.6	1035	9	658	i	58	0.27	1755
Cn1c(CCN2CCOCC2)nc2cc(NC(=O)c3cccs3)ccc21	0.3%	i	0.2	-1	4	i	-10	1.6	1.5	1.9	-0.8	1105	1	696	i	51	-0.22	1593
Nc1cc(CN2C(=O)c3ccccc3C2=O)cc(Cl)c1O	0.3%	i	9.8	-1	-5	i	-5	3.5	2.2	2.9	0.0	980	-12	712	i	33	0.25	1665
COc1cc(/C=C/C(=O)OCC(=O)NC(=O)NC(C)(C)C)ccc1OCC#N	-0.7%	i	1.1	0	-31	i	0	2.6	1.7	4.8	/	/	-2	715	i	0	-0.64	1374

At a glance, some entries already given:
SMILES	West Nile antiviral	Myeloid diff MLP	Myeloid diff MLP GFP+ MAC1+ %	WT yeast gro inh	WT yeast gro inh mutant strain	Autophagy mod	Autophagy mod cell loss 18 h	MT stabilize HCS	MT stabilize HCS Hoechst-high %	MT stabilize HCS cytotoxicity %	bCat nuc transl	bCat nuc transl cell count 5 µM	Hep lipid drop	Hep lipid drop cells 6.5 µM	T cell modulator	T cell modulator vesicle-bound %	Ins promoter up	Ins promoter up cell count
O=C(COC(=O)CCC(=O)Nc1nccs1)NCc1ccco1	-0.4%	i	4.0	4	-5	i	10	1.5	2.2	8.2	0.7	1147	/	/	i	50	/	/
CC(C)OCCCNC(=O)NC(=O)c1ccc(Cl)cc1	-0.2%	i	0.0	-2	-2	i	-3	2.8	1.6	14	-1.6	1035	9	658	i	58	0.27	1755
Cn1c(CCN2CCOCC2)nc2cc(NC(=O)c3cccs3)ccc21	0.3%	i	0.2	-1	4	i	-10	1.6	1.5	1.9	-0.8	1105	1	696	i	51	-0.22	1593
Nc1cc(CN2C(=O)c3ccccc3C2=O)cc(Cl)c1O	0.3%	i	9.8	-1	-5	i	-5	3.5	2.2	2.9	0.0	980	-12	712	i	33	0.25	1665
COc1cc(/C=C/C(=O)OCC(=O)NC(=O)NC(C)(C)C)ccc1OCC#N	-0.7%	i	1.1	0	-31	i	0	2.6	1.7	4.8	/	/	-2	715	i	0	-0.64	1374

Record cards (already shown). Screens in order: West Nile antiviral | Myeloid diff MLP | Myeloid diff MLP GFP+ MAC1+ % | WT yeast gro inh | WT yeast gro inh mutant strain | Autophagy mod | Autophagy mod cell loss 18 h | MT stabilize HCS | MT stabilize HCS Hoechst-high % | MT stabilize HCS cytotoxicity % | bCat nuc transl | bCat nuc transl cell count 5 µM | Hep lipid drop | Hep lipid drop cells 6.5 µM | T cell modulator | T cell modulator vesicle-bound % | Ins promoter up | Ins promoter up cell count
CC(C)OCCCNC(=O)NC(=O)c1ccc(Cl)cc1 across the screens: -0.2% | i | 0.0 | -2 | -2 | i | -3 | 2.8 | 1.6 | 14 | -1.6 | 1035 | 9 | 658 | i | 58 | 0.27 | 1755
Nc1cc(CN2C(=O)c3ccccc3C2=O)cc(Cl)c1O across the screens: 0.3% | i | 9.8 | -1 | -5 | i | -5 | 3.5 | 2.2 | 2.9 | 0.0 | 980 | -12 | 712 | i | 33 | 0.25 | 1665

No enrichment for hits. Share with any hit: about 3.9%.
